TCR activator – T cell receptor activation; primary human leukocytes, anti-CD3, IL-2 HTRF, 48 h; Potency, µM (doses to about 9.22 µM), for the others: at the top dose activation of IL-2 secretion, hits mostly activators; 330,000 tested, under 10 active; AID 504894; note: % of control where 0% means no effect
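Primary human leukocytes receive a-CD3 beads and test compound and are incubated 48 hr. Secreted IL-2 is then assayed by HTRF, measuring 665nm acceptor emission after 320nm excitation of the europium donor.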
MBNL1 CUG block – inhibitors of human MBNL1 binding to CUG repeat RNA; 280,000 tested, 0.036% active; TR-FRET MBNL1-His/biotin-(CUG)12 binding, 665/545 ratio; Potency, µM (highest dose often 57.5 µM), without a hit: top-dose activity change, negative = inhibition, usual class: inhibitors; Q9NR56; active = well fitted inhibition curve with a large enough effect in the signal ratio, with a control signal flat, not every such curve was filed as active; inconclusive = small, poorly fitted or top-dose-only effect, or effect the other way, or a change in a side signal; inactive = no such curve, though single readings can be large or run the other way; the % refers to the signal ratio; note: potency is the fitted concentration of half-maximal effect; % is set by controls: 0 for no effect and ±100 for the full control effect
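MBNL1-His + Biotin-(CUG)12, cpd titration 92 nM–58 uM; Tb anti-His Ab 0.055 ng/ul, SA-XL665 5 nM (final); 60 min RT; ratiometric 665/545 nm, Ex 340 nm; normalized to buffer and full-complex controls.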
Integrin act MD – integrin-mediated muscular dystrophy alleviation activation | alpha7betagal myoblasts, beta-gal FDG fluorescence, 48 h | Potency, µM (top dose mostly 38.3 µM), without a hit: at the top dose activation, usual class: activators | 350,000 tested, 0.064% active | AID 624291;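 note: potency is the fitted concentration of half-maximal effect; 100% = response of the positive control SU9516; nearly all actives have a fitted effect of over 60% in size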
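alpha7betagal+/- myoblasts (passage 13, 250/well) treated 48 h at 37C with compounds at 1:260 dilution of DMSO stock. Lysed, then beta-galactosidase activity read as FDG fluorescence (ex 480/em 540) after 30 min, with pre-read for autofluorescence.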
Menin MLL FP TR – displaces Texas Red mutant MLL peptide from human menin; Menin + Texas Red MLL mutant peptide, fluorescence polarization; Potency, µM (titrated, usually from 61.6 µM), inactives show at the highest dose FP activity change, negative = inhibition, usual class: inhibitors; 270,000 tested, 0.23% active; O00255; AID 1768; active = well fitted inhibition curve with a large enough effect in the polarisation, with a control signal flat, not every such curve was filed as active; inconclusive = small, poorly fitted or top-dose-only effect, or effect the other way, or a change in a side signal; inactive = no such curve, though single readings can be large or run the other way; the % refers to the polarisation; note: potency is the fitted concentration of half-maximal effect; % of control where 0% means no effect; many of its hits are not listed in these tables
S-ASM inh – inhibitors of human secretory acid sphingomyelinase | P17405 | placental ASM, HMU-PC fluorogenic substrate, 60 min | Potency, µM (series often up to 57.5 µM), without a hit: at the top dose activity change, negative = inhibition, usual class: inhibitors | 340,000 tested, 0.006% active | AID 504937; note: potency is the fitted concentration of half-maximal effect
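HMU-PC0 cleavage (9 uM final) by human placental ASM, 60 min at 37 °C following 10 min compound exposure at RT; stopped at pH 10, fluorescence Ex 386/Em 447 nm.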
A-T KAP1 phos – potential ataxia-telangiectasia treatments restoring KAP-1 phosphorylation | […] A-T fibroblasts, KAP-1 phosphorylation AlphaLISA; neocarzinostatin DNA damage 30 min before lysis | Potency, µM (top dose mostly 57.5 µM), without a hit: at the highest dose activation, actives largely listed as activators | 320,000 tested, 0.19% active | AID 485349; note: potency is the fitted concentration of half-maximal effect; % of control where 0% means no effect; nearly all actives have a fitted effect of over 45% in size
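hTERT-immortalized A-T patient fibroblasts ([…]), 500 cells/well in OPTI-MEM, 1% FBS, got compounds for 60 min, then NCS for 30 min at 37C. Lysates were then assayed for phospho-KAP-1 by AlphaLISA (anti-pKAP1 donor, anti-KAP1 acceptor beads), 6 hr at 25C.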
CXXC DNA block – inhibitors of human MLL CXXC domain-DNA interaction. 290,000 tested, 0.037% active. MLL-CXXC / FITC-HOXA9 DNA fluorescence polarization. Q03164. Potency, µM (titrated, usually from 115 µM), for inactives: at the highest dose activity change, negative = inhibition, usual class: inhibitors; active = well fitted inhibition curve with a large enough effect in the polarisation, with a control signal flat, not every such curve was filed as active; inconclusive = small, poorly fitted or top-dose-only effect, or effect the other way, or a change in a side signal; inactive = no such curve, though single readings can be large or run the other way; the % refers to the polarisation; note: potency is the fitted concentration of half-maximal effect
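Steps: dispense CXXC domain solution (7 uM) → pin compounds or unlabeled HOX-A9 DNA control → 5 min ambient → add FLSN-HOX-A9 solution (50 nM) → spin → 30 min ambient → fluorescence polarization. Tris pH 7.5/NaCl/DTT/BSA buffer.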
TSHR antagonist – blocks TSH signaling through the human TSH receptor | P16473 | TSHR-expressing cells, TSH-stimulated cAMP HTRF, 2 h; active compounds read low | activity change, negative = inhibition, % at 11.5 µM | 330,000 tested, 0.2% active | AID 504810;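 active = activity change below a set negative limit, meaning inhibition stronger than a set level, cut at about -70% in these data; inconclusive = activity change between two set negative limits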; note: % is set by controls: 0 for no effect and ±100 for the full control effect
Target sequence (P16473 whole entry, looked up): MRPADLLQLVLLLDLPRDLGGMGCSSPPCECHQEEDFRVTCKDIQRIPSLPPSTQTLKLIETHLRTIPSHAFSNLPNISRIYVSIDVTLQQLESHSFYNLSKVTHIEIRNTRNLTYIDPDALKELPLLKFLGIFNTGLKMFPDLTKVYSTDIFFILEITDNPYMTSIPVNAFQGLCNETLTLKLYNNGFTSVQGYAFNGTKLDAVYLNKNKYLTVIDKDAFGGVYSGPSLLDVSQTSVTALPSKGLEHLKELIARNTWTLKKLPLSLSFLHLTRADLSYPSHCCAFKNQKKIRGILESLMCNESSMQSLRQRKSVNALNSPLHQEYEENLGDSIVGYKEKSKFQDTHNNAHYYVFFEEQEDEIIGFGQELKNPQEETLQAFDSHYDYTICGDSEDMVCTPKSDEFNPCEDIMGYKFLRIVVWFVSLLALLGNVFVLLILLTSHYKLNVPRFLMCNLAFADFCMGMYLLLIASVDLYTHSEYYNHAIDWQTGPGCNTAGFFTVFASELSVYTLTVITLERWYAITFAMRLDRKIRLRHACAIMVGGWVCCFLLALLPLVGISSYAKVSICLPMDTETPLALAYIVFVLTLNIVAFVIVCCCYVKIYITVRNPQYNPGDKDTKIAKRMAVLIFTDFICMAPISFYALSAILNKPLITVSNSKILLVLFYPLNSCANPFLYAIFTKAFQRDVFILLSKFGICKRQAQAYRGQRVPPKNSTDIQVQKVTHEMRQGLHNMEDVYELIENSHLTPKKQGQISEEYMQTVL
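Antagonism was scored as loss of TSH-driven cAMP in TSHR cells, stimulated with 4nM TSH (EC80) for 2 hours at 37 deg C and detected by homogeneous HTRF competition immunoassay.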
Mito fusion act – blocks mitochondrial division or promotes mitochondrial fusion | 320,000 tested, 0.23% active | S. cerevisiae fusion-defective mutant growth rescue, CellTiterGlo 48 h | Potency, µM (top dose mostly 46.1 µM), for inactives: at the top dose growth rescue (activation), usual class: activators;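 note: potency is the fitted concentration of half-maximal effect; % of control where 0% means no effect; nearly all actives have a fitted effect of over 45% in size; temperature-sensitive fusion mutants such as fzo1-1 at 37 °C on non-fermentable ethanol glycerol medium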
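Luminescent cell viability in 1536-well qHTS format served as the measure of rescued growth in ts fusion-mutant S. cerevisiae cultured on non-fermentable YPEG for 48 hours at 37C.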
TSG101-PTAP inh – blocks PTAP/TSG101 interaction to inhibit HIV-1 budding | AID 493005 | Fluorescence polarization, FITC-PTAP peptide / Tsg101 binding | Q99816 | Potency, µM (highest dose often 115 µM), for the others: at the top dose activity change, negative = inhibition, actives largely listed as inhibitors | 340,000 tested, under 10 active; active = well fitted inhibition curve with a large enough effect in the main read-out, with a control signal flat, not every such curve was filed as active; inconclusive = small, poorly fitted or top-dose-only effect, or effect the other way, or a change in a side signal; inactive = no such curve, though single readings can be large or run the other way; note: potency is the fitted concentration of half-maximal effect; % of control where 0% means no effect
Target sequence (Q99816 whole entry, looked up): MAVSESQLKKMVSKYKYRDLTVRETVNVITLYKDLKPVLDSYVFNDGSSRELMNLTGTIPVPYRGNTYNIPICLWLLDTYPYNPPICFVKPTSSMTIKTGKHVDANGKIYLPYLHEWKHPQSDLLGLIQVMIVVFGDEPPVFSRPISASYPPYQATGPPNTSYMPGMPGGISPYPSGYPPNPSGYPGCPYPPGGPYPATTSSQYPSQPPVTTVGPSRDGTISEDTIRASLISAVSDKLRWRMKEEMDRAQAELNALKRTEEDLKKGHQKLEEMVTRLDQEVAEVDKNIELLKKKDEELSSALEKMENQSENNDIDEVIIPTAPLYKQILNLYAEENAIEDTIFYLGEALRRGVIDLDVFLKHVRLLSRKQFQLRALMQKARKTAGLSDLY
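Fluorescence anisotropy tracks displacement of a FITC-tagged PTAP peptide (50 nM) from the Tsg101 binding domain (10 uM), following a 20 min room-temperature incubation at pH 7.5.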
The depositor's hits bear a star; [ ] = dose if it differs, or a comment. Unless noted, calls come from the whole dose curve; as a rule, active = well fitted curve in the direction sought with a large enough effect; inconclusive = small, poorly fitted or top-dose-only effect, or another doubt; inactive = no such curve, though single readings can be large; an effect the other way counts as inactive or inconclusive. This is a subset. The share of hits here may be higher or lower than overall.

Screening Cc1ccc(N(CC(O)Cn2nc(C)cc2C)S(=O)(=O)c2ccc3ccccc3c2)cc1 (stereo not drawn) returned TCR activator 2%, Integrin act MD -13%, Menin MLL FP TR 8%, S-ASM inh -2%, A-T KAP1 phos 7%, CXXC DNA block 5%, TSHR antagonist 7, Mito fusion act inconclusive and TSG101-PTAP inh 1%.
For O=C(Nc1ccc(F)cc1)c1csc(Cc2ccccc2)n1 the results were TCR activator -5%, Integrin act MD -19%, Menin MLL FP TR 4%, S-ASM inh 2%, A-T KAP1 phos 8%, CXXC DNA block 1%, TSHR antagonist -11, Mito fusion act -4% and TSG101-PTAP inh -10%.
Screening COc1ccc(NC(=O)CSc2sc3c(O)cc(=O)[nH]c3c2C#N)c(OC)c1 returned TCR activator -1%, MBNL1 CUG block 32%[activator], Integrin act MD -22%, Menin MLL FP TR inconclusive, S-ASM inh -3%, A-T KAP1 phos -2%, CXXC DNA block 4%, TSHR antagonist -5, Mito fusion act -10% and TSG101-PTAP inh 1%.
For CC(=O)Nc1ccc(S(=O)(=O)N2CCN(c3cccc(C)c3C)CC2)cc1 the results were TCR activator -3%, MBNL1 CUG block 4%, Integrin act MD -47%[inhibitor], Menin MLL FP TR inconclusive, S-ASM inh -14%, A-T KAP1 phos 16%, CXXC DNA block -6%, TSHR antagonist -28, Mito fusion act 1% and TSG101-PTAP inh -4%.
For CCN(Cc1cnn(C)c1)Cc1nc(Cc2ccccc2Cl)no1 the results were TCR activator -4%, MBNL1 CUG block 2%, Integrin act MD 8%, Menin MLL FP TR -2%, S-ASM inh 5%, A-T KAP1 phos 1%, CXXC DNA block -4%, TSHR antagonist 15, Mito fusion act 7% and TSG101-PTAP inh -1%.
Screening Cc1cccc(Cn2c(N(C)CCO)nc3c2c(=O)[nH]c(=O)n3C)c1 returned TCR activator -8%, MBNL1 CUG block 1%, Integrin act MD 17%, Menin MLL FP TR 0%, S-ASM inh 0%, A-T KAP1 phos -10%, CXXC DNA block 2%, TSHR antagonist -1, Mito fusion act -4% and TSG101-PTAP inh 1%.
Cc1cc(C(=O)O)cc(S(=O)(=O)NNC(=O)c2cccs2)c1C was read as TCR activator 7%, MBNL1 CUG block 2%, Integrin act MD -16%, Menin MLL FP TR 16%, S-ASM inh -2%, A-T KAP1 phos -3%, CXXC DNA block 16%, TSHR antagonist 0, Mito fusion act -5% and TSG101-PTAP inh -4%.
COC(=O)c1ccccc1NC(=O)C1COc2ccccc2O1 (stereo not drawn) was read as TCR activator 2%, MBNL1 CUG block 2%, Integrin act MD 0%, Menin MLL FP TR 4%, S-ASM inh -9%, CXXC DNA block -10%, TSHR antagonist 2, Mito fusion act 24% and TSG101-PTAP inh -1%.
COc1ccc(-c2nnc(CSc3nnc(-c4ccncc4)n3C3CCCCC3)o2)cc1OC was read as TCR activator -3%, MBNL1 CUG block -3%, Integrin act MD -31%[inhibitor], Menin MLL FP TR inconclusive, S-ASM inh 0%, A-T KAP1 phos -4%, CXXC DNA block -2%, TSHR antagonist -8, Mito fusion act 1% and TSG101-PTAP inh -7%.
For COC(=O)c1sccc1NC(=O)CSc1ccc(Cl)cc1 the results were TCR activator 2%, MBNL1 CUG block 3%, Integrin act MD 7%, Menin MLL FP TR 0%, S-ASM inh -4%, A-T KAP1 phos 15%, CXXC DNA block 1%, TSHR antagonist -6, Mito fusion act -3% and TSG101-PTAP inh -5%.
Screening Cc1cc(C)n(S(=O)(=O)c2ccc(F)cc2)n1 returned TCR activator -2%, MBNL1 CUG block -6%, Integrin act MD inconclusive, Menin MLL FP TR -17%, S-ASM inh 8%, A-T KAP1 phos 3%, CXXC DNA block 4%, TSHR antagonist 0, Mito fusion act 2% and TSG101-PTAP inh -7%.
COc1ccc(CCN2CC(C(=O)N3CCCCCC3)CCC2=O)cc1 (stereo not drawn) was read as TCR activator 1%, MBNL1 CUG block 0%, Integrin act MD 25%, S-ASM inh 5%, A-T KAP1 phos -4%, CXXC DNA block -1%, TSHR antagonist -10, Mito fusion act -6% and TSG101-PTAP inh -2%.
For COc1ccc(S(=O)(=O)NC2CCCCC2)cc1C(=O)N1CCCCC1 the results were TCR activator -40%, MBNL1 CUG block 3%, Integrin act MD -9%, S-ASM inh 2%, A-T KAP1 phos -1%, CXXC DNA block -2%, TSHR antagonist -3 and Mito fusion act 4%.
For COc1ccc(C2=NS(=O)(=O)N(C)C(C(=O)N3CCN(C)CC3)=C2)cc1 the results were TCR activator -4%, MBNL1 CUG block 15%, Integrin act MD -14%, Menin MLL FP TR -3%, S-ASM inh 31%[activator], A-T KAP1 phos -3%, TSHR antagonist 3, Mito fusion act -2% and TSG101-PTAP inh -1%.
Screening COc1cc(C(=O)NCc2nnc(SCC(=O)Nc3cc(C)cc(C)c3)o2)cc(OC)c1OC returned TCR activator 4%, MBNL1 CUG block 10%, Integrin act MD -24%, Menin MLL FP TR 2%, S-ASM inh 0%, A-T KAP1 phos 1%, CXXC DNA block -5%, TSHR antagonist 5, Mito fusion act 2% and TSG101-PTAP inh -1%.
Screening CC(=O)C(Cc1ccc(Cl)nc1)(Cc1ccc(Cl)nc1)C(C)=O returned TCR activator -3%, MBNL1 CUG block -5%, Integrin act MD -24%, Menin MLL FP TR -13%, S-ASM inh 2%, A-T KAP1 phos 0%, CXXC DNA block -1%, TSHR antagonist 10, Mito fusion act 3% and TSG101-PTAP inh -2%.
For CC(C)(C)C(=O)Nc1ccc2c(c1)OCCOCCOc1cc(NC(=O)C(C)(C)C)ccc1OCCOCCO2 the results were TCR activator 2%, MBNL1 CUG block 0%, Integrin act MD 79%, Menin MLL FP TR 0%, S-ASM inh -3%, A-T KAP1 phos 3%, CXXC DNA block 16%, TSHR antagonist -8, Mito fusion act 2% and TSG101-PTAP inh -5%.
CCN1C(=O)CC(N2CCN(c3ccc(C(=O)c4ccncc4)cc3)CC2)C1=O (stereo not drawn) was read as TCR activator 1%, MBNL1 CUG block inconclusive, Integrin act MD 17%, Menin MLL FP TR 3%, S-ASM inh -3%, A-T KAP1 phos -2%, CXXC DNA block 19%, TSHR antagonist 13, Mito fusion act -8% and TSG101-PTAP inh 2%.
Screening Fc1ccc(NC(=S)Nc2cccnc2)cc1Cl returned MBNL1 CUG block -7%, Integrin act MD 4%, Menin MLL FP TR inconclusive, S-ASM inh 3%, A-T KAP1 phos -5%, CXXC DNA block -9%, TSHR antagonist -7, Mito fusion act 0% and TSG101-PTAP inh -10%.
For Clc1ccc(-c2nnc(-c3cccnc3)o2)cc1 the results were TCR activator -1%, MBNL1 CUG block 1%, Integrin act MD 6%, Menin MLL FP TR 1%, S-ASM inh 1%, A-T KAP1 phos -2%, CXXC DNA block 13%, TSHR antagonist -2, Mito fusion act 3% and TSG101-PTAP inh 0%.
CCCC(C)Sc1nc2c([nH]1)c(=S)n(C)c(=O)n2C (stereo not drawn) was read as TCR activator 7%, Integrin act MD -26%, S-ASM inh -5% and TSG101-PTAP inh -2%.
CC1CCN(CCC(=O)N2CCCc3c2c(=O)oc2ccc(O)cc32)CC1 was read as TCR activator -2%, MBNL1 CUG block 19%, Integrin act MD -12%[7.66 µM], Menin MLL FP TR -15%, S-ASM inh 3%, A-T KAP1 phos -2%, CXXC DNA block -4%, TSHR antagonist 7, Mito fusion act 1% and TSG101-PTAP inh -1%.
`Cc1nn(S(=O)(=O)c2ccccc2)c(C)c1S(=O)(=O)N1CCC(C)CC1` gave TCR activator 13%, MBNL1 CUG block -3%, Integrin act MD 0%, Menin MLL FP TR 6%, S-ASM inh 1%, A-T KAP1 phos 8%, CXXC DNA block 2%, TSHR antagonist 10, Mito fusion act -4% and TSG101-PTAP inh -3%.
`Cc1cc(C(=O)N2CCCC(N3CCN(c4ccccc4C)CC3)C2)nc(C)n1` (stereo not drawn) gave TCR activator 0%, MBNL1 CUG block -3%, Integrin act MD 6%, Menin MLL FP TR 0%, S-ASM inh -1%, A-T KAP1 phos 12%, CXXC DNA block 4%, TSHR antagonist -5, Mito fusion act 3% and TSG101-PTAP inh -1%.
COc1ccc(NC(=O)CN(C)C(=O)CCCc2nc3ccccc3c(=O)[nH]2)cc1 was read as TCR activator -2%, Integrin act MD -19%, S-ASM inh 4%, A-T KAP1 phos 8%, TSHR antagonist 0, Mito fusion act -2% and TSG101-PTAP inh -3%.
O=C(O)c1ccc(-n2nnnc2SCc2cccc(Br)c2)cc1 was read as TCR activator -4%, MBNL1 CUG block 2%, Integrin act MD 0%, Menin MLL FP TR inconclusive, S-ASM inh -1%, A-T KAP1 phos 3%, CXXC DNA block 11%, TSHR antagonist -17, Mito fusion act 17% and TSG101-PTAP inh -3%.
